Lipid storage S3: qHTS Assay for Lipid Storage Modulators in Drosophila S3 Cells | lipid storage change, negative = inhibition, % at the top dose, mostly 46.1 µM; hits show Potency in µM | Drosophila S3 cells, BODIPY lipid droplet fluorescence, 18-24 h; cells fed with added oleic acid | actives 0.64% (n = 320,000) | AID 2685, 2010; active = well fitted inhibition curve with a large enough effect in the signal ratio, with a control signal flat, not every such curve was filed as active; inconclusive = small, poorly fitted or top-dose-only effect, or effect the other way, or a change in a side signal; the % refers to the signal ratio
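Drosophila S3 cells got compounds at several concentrations plus oleic acid (400 uM solution). Laser-scanning cytometry with 488 nm excitation read lipid droplets at 500-530 nm and cells at 575-640 nm. Percent activity was relative to 20 uM Triacsin C.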
Lipid storage S3 cell count max: further read-out of Lipid storage S3, marked with its call; cell number change, %; measured here: cell count max response;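 cells counted by Cell Tracker Red CMTPX staining in the red channel; peak over a dose series mostly up to 46.1 µM; percent activity relative to internal control wells on each plate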
* = called active by the depositor; i = inactive; ? = inconclusive; nt = not tested or not shown; [ ] = remark or other dose. % is set by controls: 0 for no effect and ±100 for the full control effect; potency is the fitted concentration of half-maximal effect.

Lipid storage S3	Lipid storage S3 cell count max	mol
?	nt	C=CCOc1ccc(C2/C(=C(/O)c3ccc4c(c3)CC(C)O4)C(=O)C(=O)N2CCCN2CCOCC2)cc1 (stereo not drawn)
?	nt	COc1cc(C)c(Cl)cc1S(=O)(=O)n1ccnc1
8%	16	CN(Cc1ccccc1)C(=O)COC(=O)c1ccc2ccccc2n1
?	nt	CCn1nc(C(=O)Nc2nc3ccccc3[nH]2)c2ccccc2c1=O
?	nt	COc1cc(C(CC(=O)Nc2cc(C)ccn2)N2Cc3ccccc3C2=O)cc(OC)c1OC (stereo not drawn)
?	nt	Oc1[nH]c2ccc(Br)cc2c1N=NC(=S)Nc1ccc(F)cc1
?	nt	CC(=O)Oc1ccc(-c2cccc(C(=O)NCCO)c2)cc1
?	nt	CCOc1ccc(C2C(C(=O)Nc3cc(C)on3)c3ccccc3C(=O)N2CCN2CCOCC2)cc1 (stereo not drawn)
?	nt	COc1cc(OC)cc(-c2c(-c3cccs3)c3cc(-c4ccc(OC)cc4F)ccc3n2C)c1
?	nt	COc1ccc(C(=O)N2CCCc3ccccc32)cc1
i	nt	CCN1CCN(C(CNS(=O)(=O)c2ccc(Cl)cc2)c2ccccc2)CC1 (stereo not drawn)
0%	-10	O=C(O)c1cc(C(=O)O)c(-c2ccccc2)c(C(=O)O)c1
?	nt	O=C(c1ccco1)n1nc(-c2ccco2)nc1SCc1ccccc1
?	nt	CCc1nnc(NC(=O)c2nc(Cl)ccc2Cl)s1
-8%	nt	Cc1nn(C)c(C)c1Nc1ccc(N2C(=O)C3C4C=CC(C4)C3C2=O)cc1[N+](=O)[O-] (stereo not drawn)
?	nt	CC1CCN(S(=O)(=O)Cc2ccccc2Cl)CC1
-2%	3	COc1ccc2c(c1)c(C(=O)O)c(C)n2-c1ccccc1
?	nt	COC(=O)CNC(=O)c1ccc(NS(=O)(=O)c2cc([N+](=O)[O-])ccc2Cl)cc1
?	nt	Cc1ccc(-n2nc3c(c2NC(=O)c2ccco2)CS(=O)(=O)C3)c(C)c1
?	nt	COC(=O)c1ccc(N=NNc2cccc(Br)c2)cc1
1%	18	COc1ccc(S(=O)(=O)NN(C)C(=O)c2nn(-c3ccccc3)ccc2=O)cc1
?	nt	Cc1cccc(OCC(=O)N/N=C\c2cn(C)c3ccccc23)c1
?	nt	O=C(CN1C(=O)S/C(=C\c2cccs2)C1=O)Nc1ccc(O)c(C(=O)O)c1
-2%	0	CCCCN(C)C(=O)C1CCC(=O)N(c2cc(OC)c(OC)c(OC)c2)C1c1ccc(OC)cc1 (stereo not drawn)
?	nt	Cc1nn(-c2ccccc2)c(N2CCCC2)c1/C=N/Nc1ccc(S(N)(=O)=O)cc1[N+](=O)[O-]
i	nt	Cc1c(C(=O)COC(C)(C)C)[nH]c2ccccc12
i	-25	Cc1ccc(C)c(NC(=O)C2CC(O)CN2C(=O)Oc2ccccc2)c1 (stereo not drawn)
?	nt	c1cc(-c2cccs2)nc(-c2cccs2)c1
i	-19	Cc1c(OCC(=O)NCC(O)c2ccccc2)ccc2c3c(c(=O)oc12)CCCC3 (stereo not drawn)
-4%	6	O=C(NC12CC3CC(CC(C3)C1)C2)c1ccccc1
?	nt	COc1ccccc1NS(=O)(=O)c1cccc(N2CC(O)=C(c3ccccc3)C2=N)c1
?	nt	O=C(c1ccccc1)c1ccc(Cn2cc(CCCO)nn2)cc1
?	nt	CN1CCN(c2ccc(C(CC(N)=O)NC(=O)c3ccccc3)cc2[N+](=O)[O-])CC1 (stereo not drawn)
i	nt	NC(=O)c1ccc[n+](CC(=O)Nc2ccccc2C(=O)O)c1
?	nt	CC(C)C(NS(=O)(=O)c1cccs1)C(=O)Nc1nc(C(C)(C)C)cs1 (stereo not drawn)
-4%	-6	O=c1[nH]c2ccccc2c(O)c1O
i	-22	COc1ccccc1C(=O)Nc1sc2c(c1C(N)=O)CCCC2
?	nt	CCOc1ccc(NC(=O)Cn2nnc3c(cnn3-c3ccc(F)cc3)c2=O)cc1
-25%	0	CC(=O)NCCNC(=O)c1ccc(Cn2c(=O)[nH]c3ccsc3c2=O)cc1
?	nt	CCOc1ccc(NC(=S)c2ccncc2)cc1
i	-5	O=C(NCCNC(=O)c1ccccn1)c1ccc(F)cc1
?	nt	CSc1ncccc1C(=O)Nc1nc2c(C)cccc2s1
?	nt	O=C(Nc1ncnc2sc3c(c12)CCCCC3)c1ccccc1
i	-16	CCCOc1ccc(-c2csc3nc[nH]c(=O)c23)cc1
?	nt	COc1ccccc1CCN=C(N)NS(=O)(=O)c1ccccc1F
?	nt	CCOC(=O)C1CCCN(C(=O)CSc2nccn2C)C1 (stereo not drawn)
-15%	-7	Cn1c(SCC(=O)Nc2cccc(O)c2)nnc1-c1ccc(S(=O)(=O)N2CCOCC2)cc1
-9%	-14	CN(C(=O)c1ccc(=O)[nH]c1)C1(C(=O)NC2CCCCC2)CCCCC1
?	nt	CCCCn1c(=O)c(CCC(=O)OCC(=O)Nc2cc(Cl)ccc2OC)nc2ccccc21
-6%	0	COC(=O)NCN1C(=O)C2C3C=CC(C3)C2C1=O (stereo not drawn)

(more compounds)
Lipid storage S3	Lipid storage S3 cell count max	mol
8%	nt	CC(C)C(NS(=O)(=O)c1ccc2c(c1)oc(=O)n2C)C(=O)N1CCN(C2CCCCC2)CC1 (stereo not drawn)
6%	-4	CCOC(=O)N/N=C\c1ccc(C)s1
-25%	-6	CC(=O)OCCN1C(=O)c2cccnc2C1=O
?	nt	CCN1C(C(=O)c2ccccc2)=C(Nc2ccccc2C)c2ccccc2S1(=O)=O
?	nt	COc1cccc(Nc2nc(NCCO)c3ccccc3n2)c1
?	nt	COc1cc(/C=C/C(=O)NC(C)C)ccc1OCc1ccccc1
17%	-15	NC(=O)c1sc2nc(-c3ccco3)ccc2c1N
-23%	26	CCc1sc(C(=O)Nc2ncccc2C)cc1C
?	nt	C=C(C)CN(CC)C(=O)CC1C(=O)NCCN1CC(C)(C)C (stereo not drawn)
2%	12	CC(=O)NNc1ncnc2c1cnn2-c1ccc(C)cc1
i	18	COc1ccc(S(=O)(=O)N2CCNC(=O)CC2)cc1
?	nt	Cc1ccc2nc3c(cc(C#N)c(=O)n3CCN3CCOCC3)c(=O)n2c1
-6%	-9	COc1ccc2cc(C3C(C#N)=C(N)OC(C)=C3C(C)=O)c(Cl)nc2c1 (stereo not drawn)
-9%	16	OCCC1CN(Cc2cnc(-c3ccc(Cl)cc3)nc2)CCN1C1CCCC1 (stereo not drawn)
-5%	-10	Cc1cccc(NC(=O)Nc2ccc3c(c2)OCO3)n1
?	nt	Cc1cc(NC(=O)CCC(=O)N(c2cccc(F)c2)C(C(=O)NC2CCCC2)c2ccccc2)no1 (stereo not drawn)
i	nt	Cc1cccc(NC(=S)N2CCC(C(=O)c3ccc(F)cc3)CC2)c1C
1%	nt	O=C1c2cccnc2-c2ncccc21
-28%	nt	CC(C(=O)Nc1ccc2c(c1)OCO2)c1ccc([N+](=O)[O-])cc1 (stereo not drawn)
14%	13	Cc1ccc(-c2nc(-c3ccc(Cl)cc3)sc2CC(=O)O)c(C)c1
?	nt	COc1ccc(/C=C2/Sc3ccc(C(=O)N4CCOCC4)cc3NC2=O)cc1OC
5%	-7	Cc1ccc(S(=O)(=O)NCCNC(=O)C2CCCNC2=O)cc1 (stereo not drawn)
2%	-2	O=[N+]([O-])c1cccc2ncccc12
?	nt	O=C(Nc1ccccc1)c1ncoc1-c1ccc(Cl)cc1
8%	-3	O=C(NCN1C(=O)C2C3C=CC(C3)C2C1=O)OC1CCCCC1 (stereo not drawn)
i	3	CS(=O)(=O)N(CC(=O)NCCSC1CCCCC1)c1ccc2c(c1)OCO2
?	nt	Cc1ccccc1/C(N)=N/OC(=O)c1ccc(F)cc1
16%	5	C/C(=N\NC(=S)NCc1ccccc1)c1ccccc1F
16%	2	O=C(CN1CCN(c2ccccn2)CC1)NC(=O)NC1CCCCC1
i	15	COc1cccc(CN2CCN(Cc3cc(OC)c(OC)cc3OC)CC2)c1
7%	4	COc1ccc(CC(=O)Nc2ccccc2C(C)=O)cc1S(=O)(=O)N1CCOCC1
1%	2	O=C(COC(=O)[C@@H]1CC(O)CN1S(=O)(=O)c1ccc([N+](=O)[O-])cc1)NC12CC3CC(CC(C3)C1)C2 (stereo partly drawn)
12%	2	O=C(O)CN1C2=NCCCN2c2ccccc21
i	11	O=C(Nc1ccc(F)cc1F)C1CCN(S(=O)(=O)c2cccnc2)CC1
10%	nt	O=c1c2ccccc2nc(COc2ccccc2)n1/N=C/c1ccco1
?	nt	O=C(NC1CCCCC1)C1COc2ccccc2O1 (stereo not drawn)
?	nt	C[C@]12C=CC(=O)C=C1CC[C@@H]1[C@@H]2[C@@H](O)C[C@@]2(C)[C@H]1CC[C@]2(O)C(=O)COC(=O)CCC(=O)O
11%	-24	CCOc1ccc(Nc2cc(C)nc3c(C)cccc23)cc1
?	nt	Cc1nc2ccccc2nc1OCC(=O)Nc1ccc(F)cc1
?	nt	O=C(Oc1ccc2ccc(=O)oc2c1)c1cccs1
?	nt	O=C(c1ccc2c(=O)n(Cc3ccccc3)c(=S)[nH]c2c1)N1CCCC1
i	nt	Cc1nn(CCO)c(N)c1C1(O)C(=O)Nc2c(Cl)cc(Cl)cc21 (stereo not drawn)
?	nt	CC(=O)c1ccc(NS(=O)(=O)c2ccc3c(c2)N(C)CCO3)cc1
?	nt	Cc1ccc(/C=N/Nc2ccc3c(C(F)(F)F)cc(C(F)(F)F)nc3n2)cc1
?	nt	COc1cc(C2c3c(-c4ccccc4)n[nH]c3C(=O)N2c2ccccc2)ccc1O (stereo not drawn)
18%	nt	O=C(COC(=O)c1nc(Cl)ccc1Cl)NCCc1ccccc1
?	nt	Cn1ncc2nc[nH]c(=O)c21
-12%	-20	CNCC(O)CN1CCN(c2ccccc2OC)CC1 (stereo not drawn)
?	nt	O=C1CC(c2cccs2)CC(O)=C1C=NCCN1CCNCC1 (stereo not drawn)
-6%	0	C=C(C)c1cccc(C(C)(C)NC(=O)N(C)C2CCN(C)CC2)c1

17 of these compounds, set out differently.
Below each SMILES: Lipid storage S3, Lipid storage S3 cell count max
O=C(Nc1ccc(F)cc1F)C1CCN(S(=O)(=O)c2cccnc2)CC1
    i, 11
O=c1c2ccccc2nc(COc2ccccc2)n1/N=C/c1ccco1
    10%, nt
O=C(NC1CCCCC1)C1COc2ccccc2O1 (stereo not drawn)
    ?, nt
C[C@]12C=CC(=O)C=C1CC[C@@H]1[C@@H]2[C@@H](O)C[C@@]2(C)[C@H]1CC[C@]2(O)C(=O)COC(=O)CCC(=O)O
    ?, nt
CCOc1ccc(Nc2cc(C)nc3c(C)cccc23)cc1
    11%, -24
Cc1nc2ccccc2nc1OCC(=O)Nc1ccc(F)cc1
    ?, nt
O=C(Oc1ccc2ccc(=O)oc2c1)c1cccs1
    ?, nt
O=C(c1ccc2c(=O)n(Cc3ccccc3)c(=S)[nH]c2c1)N1CCCC1
    ?, nt
Cc1nn(CCO)c(N)c1C1(O)C(=O)Nc2c(Cl)cc(Cl)cc21 (stereo not drawn)
    i, nt
CC(=O)c1ccc(NS(=O)(=O)c2ccc3c(c2)N(C)CCO3)cc1
    ?, nt
Cc1ccc(/C=N/Nc2ccc3c(C(F)(F)F)cc(C(F)(F)F)nc3n2)cc1
    ?, nt
COc1cc(C2c3c(-c4ccccc4)n[nH]c3C(=O)N2c2ccccc2)ccc1O (stereo not drawn)
    ?, nt
O=C(COC(=O)c1nc(Cl)ccc1Cl)NCCc1ccccc1
    18%, nt
Cn1ncc2nc[nH]c(=O)c21
    ?, nt
CNCC(O)CN1CCN(c2ccccc2OC)CC1 (stereo not drawn)
    -12%, -20
O=C1CC(c2cccs2)CC(O)=C1C=NCCN1CCNCC1 (stereo not drawn)
    ?, nt
C=C(C)c1cccc(C(C)(C)NC(=O)N(C)C2CCN(C)CC2)c1
    -6%, 0

Next results follow.
Lipid storage S3	Lipid storage S3 cell count max	mol
?	nt	O=c1c(-c2ccccc2)c(O)nc2ccccn12
4%	2	O=C(Nc1ccc(OC(F)(F)F)cc1)C1=NCCN1
?	nt	O=C(COC(=O)C1=COCCO1)Nc1ccc(Oc2ccccc2)cc1
?	nt	O=C(Nc1ccccc1C(=O)NCCCN1CCOCC1)c1ccc(F)cc1
?	nt	O=C(NCc1cccnc1)c1cnc2ccccc2n1
0%	12	COc1ccc2c(C)cc(SCn3nnc4ccccc4c3=O)nc2c1
i[0.0737 µM]	1	COc1ccc(S(=O)(=O)N(CC(C)C)C2CCS(=O)(=O)C2)cc1OC (stereo not drawn)
3%	4	CCC(=O)N=c1sc2c(C)cc(C)cc2n1CC(=O)OC
3%	8	O=[N+]([O-])c1cc(Cl)ccc1N1CCCC1
?	nt	CS(=O)(=O)c1ccccc1C(=O)NC1CCCc2ccccc21 (stereo not drawn)
8%	-19	CC(C)(C)NS(=O)(=O)c1ccc(NC(=O)NC2CCCCC2)cc1
i	nt	Cc1ccc(NC(=O)C2CC=CCC2C(=O)N2CCCCC2)cc1 (stereo not drawn)
?	nt	CCn1c(=O)c(C(=O)NNC(=O)c2ccccc2)c(O)c2ccccc21
?	nt	CC(C)Oc1ccc(C(=O)Nc2cc(=O)n(C)c(=O)n2C)cc1
0%	-9	CCc1nc(SCC(=O)Nc2c(C)nn(C)c2C)c2cnn(-c3ccccc3)c2n1
?	nt	O=C(NCCCN1CCOCC1)c1cc(-c2ccc(Cl)c(Cl)c2)on1
?	nt	O=C1CN(C(=O)c2ccccc2F)C(c2ccccc2)c2cc(Cl)ccc2N1 (stereo not drawn)
-5%	1	Cc1nc2ccccc2c(=O)n1NC(=O)C1CCC(C(C)(C)C)CC1 (stereo not drawn)

Screens: PubChem BioAssay, National Center for Advancing Translational Sciences (NCATS)

This is a subset, so the mix of outcomes need not match the whole.
